Bioassay records (PubChem)
Epigenetic reg = Quantitative High-Throughput Screen for Regulators of Epigenetic Control | murine LDR cells, GFP reporter derepression, 30 h | Potency, µM (top dose mostly 53.9 µM), for inactives: at the highest dose GFP activation, usual class: activators | actives 0.2% (n = 280,000); note: % of control where 0% means no effect; nearly all actives have a fitted effect of over 60% in size
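Murine LDR cells carrying a silenced, genomically integrated CMV-driven GFP reporter were exposed to compound for 30 hours at 37 C. After PBS washes, GFP-positive cells (20–120 um objects) were counted by laser-scanning microplate cytometry.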
GAA glycogen = qHTS Assay for Inhibitors and Activators of Human alpha-Glucosidase Cleavage of Glycogen; recombinant GAA, glycogen substrate, Amplex Red glucose oxidase fluorescence; Potency, µM (highest dose often 76.4 µM), inactives show at the highest dose activity change, negative = inhibition, hits mostly inhibitors; actives 0.38% (n = 300,000);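 note: 0% = full enzyme reaction and -100% = no-enzyme basal signal; the screen sought inhibitors and activators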
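Natural-substrate format: glycogen cleavage by 4 nM human enzyme, glucose read by Amplex Red coupling (Ex 573, Em 610 nm). Normalized to enzyme and no-enzyme controls.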
GAA inhib = qHTS Assay for Inhibitors of Human alpha-Glucosidase as a Potential Chaperone Treatment of Pompe Disease. purified human GAA, 4-MU-alpha-glucoside fluorescence. actives 0.005% (n = 200,000). AID 1466, 2008. Potency, µM (highest dose often 76.9 µM), inactives show top-dose activity change, negative = inhibition, actives largely listed as inhibitors. Lysosomal alpha-glucosidase (Homo sapiens), P10253;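 note: plate controls were uninhibited enzyme wells for no effect and no-enzyme background for full effect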
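Compounds are titrated up to 77 uM against 4 nM human enzyme. Substrate 4-methylumbelliferyl-alpha-D-pyranoside (400 uM) reacts 20 min at room temperature in pH 5.0 buffer; liberated 4-methylumbelliferone is read at 440 nm.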
ALDH1A1 block = qHTS Assay for Inhibitors of Aldehyde Dehydrogenase 1 (ALDH1A1) | Aldehyde dehydrogenase 1A1 (Homo sapiens), P00352 | Purified ALDH1A1, NADH fluorescence, propionaldehyde substrate | Potency, µM (doses to about 75.3 µM), for the others: at the top dose activity, negative = inhibition, actives largely listed as inhibitors | actives 7.3% (n = 220,000); active = well fitted inhibition curve with a large enough effect, not every such curve was filed as active; inconclusive = small, poorly fitted or top-dose-only effect, or another doubt; inactive = no such curve, though single readings can be large or run the other way;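 note: plate controls were no enzyme wells and a reference inhibitor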
GAA spleen mod = qHTS Assay for Inhibitors and Activators of Human alpha-Glucosidase From Spleen Homogenate; Lysosomal alpha-glucosidase (Homo sapiens), P10253; human spleen homogenate, 4-MU-alpha-glucoside fluorescence; Potency, µM (top dose mostly 79.9 µM), for the others: at the highest dose activity change, negative = inhibition, hits mostly inhibitors; actives 0.006% (n = 240,000); AID 2112, 2009;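 note: 0% = enzyme with vehicle and -100% = no enzyme basal signal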
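Human spleen homogenate (1 ug) incubated with compounds and 1 mM 4-methylumbelliferyl-alpha-D-glucopyranoside in pH 5.0 citrate/phosphate buffer, 37 C, 40 min. Stopped at pH 10; 4-MU fluorescence (Ex 365/Em 440 nm); AC50 by Hill fit.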
Tau fluor cs = Counterscreen qHTS for Inhibitors of Tau Fibril Formation, Fluorescence Polarization; tau K18 P301L Alexa594 fluorescence, heparin fibrillization; Potency, µM (titrated, usually from 57.7 µM), without a hit: top-dose activity change, negative = decrease; actives 0.93% (n = 280,000); AID 1463, 2008; note: % is set by controls: 0 for no effect and ±100 for the full control effect; nearly all actives have a fitted effect of over 55% in size
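Human tau K18 P301L (15 uM unlabeled, 0.24 uM Alexa 594-labeled) in 100 mM sodium acetate pH 7 with 20 uM heparin, 6 hr at 37 C. ThT 30 uM added, 1 hr ambient; Alexa 594 FP and total fluorescence read at 555/632 nm.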
NPSR antagonist = qHTS Assay for Antagonists of the Neuropeptide S Receptor: cAMP Signal Transduction; Q6W5P4; CHO-NPSR cells, cAMP TR-FRET, antagonist mode; Potency, µM (series often up to 38.3 µM), without a hit: at the top dose activity change, negative = inhibition, most hits filed as inhibitors; actives 1% (n = 220,000); note: % is set by controls: 0 for no effect and ±100 for the full control effect; nearly all actives have a fitted effect of over 50% in size; many of its hits are not listed in these tables
Target sequence (Q6W5P4 whole entry, looked up): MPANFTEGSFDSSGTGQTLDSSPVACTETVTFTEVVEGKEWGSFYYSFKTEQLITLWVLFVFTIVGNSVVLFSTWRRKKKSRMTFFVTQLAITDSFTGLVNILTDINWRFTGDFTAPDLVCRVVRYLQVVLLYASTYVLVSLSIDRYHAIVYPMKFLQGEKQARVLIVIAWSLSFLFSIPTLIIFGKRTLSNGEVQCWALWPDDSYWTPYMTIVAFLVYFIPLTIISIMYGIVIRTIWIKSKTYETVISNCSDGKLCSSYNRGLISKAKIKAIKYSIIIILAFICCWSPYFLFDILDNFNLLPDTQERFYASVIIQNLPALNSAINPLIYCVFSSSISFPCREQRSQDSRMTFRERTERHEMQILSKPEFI
GLA spleen mod = qHTS Assay for Inhibitors and Activators of Human alpha-Galactosidase From Spleen Homogenate. human spleen homogenate, 4MU-alpha-Gal fluorescence, 40 min. Potency, µM (doses to about 80 µM), for the others: top-dose activity change, negative = inhibition, most hits filed as inhibitors. actives 0.008% (n = 240,000). AID 2107, 2009;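 note: 0% = enzyme with vehicle and -100% = no enzyme basal signal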
Target sequence (P06280 32-429 limits assumed): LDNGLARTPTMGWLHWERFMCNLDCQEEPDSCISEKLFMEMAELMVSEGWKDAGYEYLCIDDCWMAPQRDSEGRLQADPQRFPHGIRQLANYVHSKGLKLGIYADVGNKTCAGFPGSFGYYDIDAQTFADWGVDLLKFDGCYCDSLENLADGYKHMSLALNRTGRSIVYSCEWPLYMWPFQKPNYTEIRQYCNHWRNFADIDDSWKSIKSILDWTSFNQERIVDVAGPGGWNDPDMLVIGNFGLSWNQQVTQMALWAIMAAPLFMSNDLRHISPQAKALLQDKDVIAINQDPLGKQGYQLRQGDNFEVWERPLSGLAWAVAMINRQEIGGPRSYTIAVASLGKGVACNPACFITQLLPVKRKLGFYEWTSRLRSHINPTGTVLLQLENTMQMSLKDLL
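Spleen homogenate 1 ug + cpd (titration) + 4-MU-alpha-D-galactopyranoside 1 mM; 37C 40 min; 50 mM citrate/phosphate pH 5.0, 0.01% Tween-20; stop pH 10; fluorescence 365/440; AC50 via Hill.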
Active calls of the source: *; ? = inconclusive; / = not tested or not shown; [ ] = dose if it differs, or a comment. Unless noted, calls come from the whole dose curve; as a rule, active = well fitted curve in the direction sought with a large enough effect; inconclusive = small, poorly fitted or top-dose-only effect, or another doubt; inactive = no such curve, though single readings can be large; an effect the other way counts as inactive or inconclusive. Potency is the fitted concentration of half-maximal effect.

Abbreviations – A = Epigenetic reg; B = GAA glycogen; C = GAA inhib; D = ALDH1A1 block; E = GAA spleen mod; F = Tau fluor cs; G = NPSR antagonist; H = GLA spleen mod
> COc1ccc(-c2nc(C#N)c(N3CC(C)OC(C)C3)o2)cc1OC (configuration not stated)
  A: -1.0% | B: 0% | C: 5% | D: ? | E: 7% | F: -12% | G: -10% | H: 10%
> O=C(NCc1ccco1)C(c1ccco1)N(CCc1ccccc1)C(=O)Cn1nnc2ccccc21 (configuration not stated)
  A: 2.0% | B: -10% | C: 8% | D: ? | E: 6% | F: 3% | G: ? | H: -2%
> Nc1nc(-c2ccccc2)c(N=Nc2ccccc2Cl)s1
  A: -1.1% | B: 3% | C: -8% | D: -5% | E: -7% | F: 4.5µM*[quencher] | G: -28% | H: -4%
> COc1cccc(-c2ccc(-c3noc(-c4ccccc4F)n3)c(OC)n2)c1
  A: 0.0% | B: -8% | C: 0% | D: ? | E: -3% | F: -22% | G: -13%[46.1 µM] | H: -3%
> CCN(CC(=O)NCc1ccc(Cl)cc1)C(=O)c1ccc(S(=O)(=O)N(C)C)cc1
  A: -1.2% | B: 22% | C: -5% | D: ? | E: 6% | F: -6% | G: -2% | H: 3%
> CC1(C)CN=C(N(C(=O)Nc2ccccc2)c2ccccc2F)S1
  A: 0.0% | B: -1% | C: / | D: / | E: 1% | F: 2% | G: -1% | H: 2%
> S=C(NC1CCCCC1)NC1CC2C=CC1C2 (configuration not stated)
  A: -0.4% | B: 1% | C: / | D: / | E: -18% | F: -5% | G: -5% | H: 7%
> CC1(C)N=C(N)N=C(N)N1c1cccc(CN)c1
  A: 1.4% | B: 6% | C: / | D: / | E: 1% | F: -10% | G: 20% | H: 3%
> CCS(=O)(=O)N1N=C(c2cccs2)CC1c1cc2cc(C)ccc2nc1Cl (configuration not stated)
  A: ? | B: -3% | C: / | D: / | E: -1% | F: -27% | G: -25% | H: -2%
> CCOc1ccccc1-n1c(=S)sc2c(=O)n(-c3ccccc3)c(=S)[nH]c21
  A: 5.2% | B: -3% | C: 0% | D: -4% | E: -6% | F: -9% | G: -6% | H: 2%
> CC(=O)Nc1c(OC(C)=O)ccc2c(C)cc(=O)oc12
  A: 4.0% | B: 5% | C: ? | D: ? | E: ? | F: -10% | G: 1%[46.1 µM] | H: ?
> O=C(CCCCn1c(=O)[nH]c2ccsc2c1=O)NCc1ccc2c(c1)OCO2
  A: 0.8% | B: 3% | C: -1%[15.4 µM] | D: -5% | E: 1% | F: -1% | G: -4%[46.1 µM] | H: -1%
> CN1/C(=C\C(=O)COC(=O)C2COc3ccccc3O2)C(C)(C)c2ccccc21 (configuration not stated)
  A: -1.6% | B: -5% | C: -3% | D: -10% | E: 3% | F: -13% | G: -4%[46.1 µM] | H: 4%
> CCOC(=O)N1CCN(C(c2ccc(Cl)cc2)c2sc3nc(C)nn3c2O)CC1 (configuration not stated)
  A: 2.7% | B: 5% | C: / | D: / | E: 1% | F: -4% | G: -1% | H: 0%
> CCC1CCC2(CC1)NC(=O)N(CC(=O)c1c(C)[nH]c3ccccc13)C2=O (configuration not stated)
  A: 3.4% | B: -2% | C: -8% | D: 2% | E: -2% | F: ? | G: 13% | H: 0%
> O=C(CSc1ccc(-c2ccccn2)nn1)NCc1ccc(Cl)cc1
  A: 0.0% | B: 6% | C: -1% | D: 1% | E: 4% | F: -5% | G: -1% | H: 2%
> CCN(CC)c1ccc(-n2cc3c(=O)n(C)c(=O)n(C)c3c2)cc1
  A: 0.0% | B: 0% | C: -2% | D: ? | E: -2% | F: ? | G: -8%[46.1 µM] | H: 8%
> O=C1C(=O)N(Cc2ccco2)C(c2cccc(Cl)c2)/C1=C(\O)c1ccc2c(c1)OCCO2 (configuration not stated)
  A: -1.2% | B: 5% | C: -4% | D: -5% | E: -8% | F: -1% | G: -2%[46.1 µM] | H: -9%
> CC(=O)/C(=C/N(C)C)C(=O)Nc1ccc(Cl)cc1Cl
  A: 2.1% | B: 6% | C: ? | D: -9% | E: 8% | F: -3% | G: -1% | H: 8%
> O=C(NCC(c1cccnc1)N1CCN(c2ccccc2F)CC1)OCc1ccccc1 (configuration not stated)
  A: -5.1% | B: 3% | C: -3% | D: ? | E: -3% | F: -9% | G: -16%[46.1 µM] | H: -2%
> Cc1ccc(C(=O)O)cc1NC(=S)NC(=O)Cc1ccccc1
  A: 0.0% | B: 1% | C: 1% | D: 5% | E: 5% | F: 2% | G: -13%[46.1 µM] | H: -2%
> CN(C)CC(C)(C)CNC(=O)C1CCN(Cc2ccccc2O)CC1
  A: 0.0% | B: 7% | C: -7% | D: -6% | E: 3% | F: -2% | G: 11%[46.1 µM] | H: 5%
> Brc1ccc(Nc2nc(-c3cccnc3)cs2)cc1
  A: 4.2% | B: -3% | C: -1% | D: -6% | E: 4% | F: ? | G: -29% | H: -2%
> CCN(CC)C(=O)CSc1ncnc2c(-c3ccc(OC)cc3)nsc12
  A: 0.5% | B: 24% | C: 13% | D: ? | E: -6% | F: 3% | G: -41% | H: 2%
> Cc1ccc(NC(=O)OCc2cn(-c3ccc(Cl)cc3)nn2)cc1
  A: -2.3% | B: 0% | C: -3% | D: 10% | E: -1% | F: -1% | G: -7%[46.1 µM] | H: -9%
> O=C(CN1C(=O)CC(c2ccccc2)Sc2ccccc21)NCC1CCCO1 (configuration not stated)
  A: -0.1% | B: 2% | C: 1% | D: -3% | E: 1% | F: -2% | G: 8% | H: -4%
> NC(=O)C1(NC(=O)[C@@H]2CC3(CC(c4cccc(NC(=O)[C@@H]5CCC(=O)N5)c4)=NO3)CN2C(=O)Cc2ccc(C(F)(F)F)cc2)CC1 (some centres not stated)
  A: -1.1% | B: -9% | C: -4% | D: 7% | E: -6% | F: 3% | G: -4%[46.1 µM] | H: 1%
> Cc1cccc(OCc2nnc(SCC(=O)c3ccccc3)o2)c1
  A: -1.8% | B: 1% | C: -3% | D: -1% | E: -6% | F: -23% | G: 4%[46.1 µM] | H: -6%
> CC(C)C(c1nnnn1Cc1cccs1)N1CCN(C(=O)c2ccco2)CC1 (configuration not stated)
  A: -0.1% | B: -5% | C: 9% | D: 12% | E: 7% | F: 11%[2.34 µM] | G: 16% | H: -2%
> Cc1nc(SCC(=O)NC(=O)NC(C)(C)C)nc(C)c1C
  A: -3.1% | B: -8% | C: / | D: / | E: -1% | F: 8% | G: 13% | H: 0%
> COCCSc1nnc(NS(=O)(=O)c2ccc(F)cc2)s1
  A: 0.0% | B: -7% | C: 12% | D: -19% | E: 3% | F: -3% | G: -6% | H: 6%
> Cc1oc(-c2ccccc2F)nc1CS(=O)CC(=O)NCc1cccs1 (configuration not stated)
  A: 0.7% | B: -2% | C: -3% | D: -3% | E: -6% | F: -14% | G: -7%[46.1 µM] | H: -7%
> CC(C)N(C(=O)CSc1nnc(-c2cc3ccccc3cc2O)n1Cc1ccco1)C(C)C
  A: 0.9% | B: 0% | C: -2% | D: -6% | E: -1% | F: -23% | G: -24%[46.1 µM] | H: -3%
> CC/C=C/C(=O)N1CC2(CC(c3cccc(NC(=O)c4ccccc4)c3)=NO2)C[C@@H]1C(N)=O (some centres not stated)
  A: -1.4% | B: -2% | C: 6% | D: -3% | E: -4% | F: -2% | G: -9%[46.1 µM] | H: -18%
> O=C1CC(N2CCN(c3ccccc3F)CC2)C(=O)N1c1ccc2c(c1)OCCO2 (configuration not stated)
  A: 0.2% | B: -9% | C: 5% | D: -10% | E: 2% | F: 3% | G: -7%[46.1 µM] | H: 6%
> CC(=O)N1CCCC1C(=O)O (configuration not stated)
  A: -3.8% | B: / | C: / | D: 11% | E: -1% | F: -6% | G: / | H: 1%
> Cn1c(SCC(=O)c2ccccc2)nnc1-c1ccncc1
  A: 1.3% | B: 6% | C: 9% | D: ? | E: 6% | F: -7% | G: -11% | H: -4%
> CC(C)(C)CC(=O)Nc1nnc(SCC(=O)Nc2ccccc2F)s1
  A: 2.8% | B: 2% | C: 2% | D: 10% | E: 3% | F: -10% | G: -8% | H: 2%
> O=C(NC(Cc1ccccc1)C(=O)O)/C(=C\c1ccco1)NC(=O)c1ccccc1 (configuration not stated)
  A: -1.1% | B: -7% | C: 2% | D: 9% | E: -3% | F: -4% | G: 11% | H: -1%
> COC(=O)Nc1nnc(/C=C/c2ccccc2)s1
  A: 2.1% | B: -5% | C: ? | D: ? | E: ? | F: -4% | G: -15% | H: ?

In another format: results already given
Second line of a record: Epigenetic reg | GAA glycogen | GAA inhib | ALDH1A1 block | GAA spleen mod | Tau fluor cs | NPSR antagonist | GLA spleen mod
Cc1oc(-c2ccccc2F)nc1CS(=O)CC(=O)NCc1cccs1 (configuration not stated)
  0.7% | -2% | -3% | -3% | -6% | -14% | -7%[46.1 µM] | -7%
CC(C)N(C(=O)CSc1nnc(-c2cc3ccccc3cc2O)n1Cc1ccco1)C(C)C
  0.9% | 0% | -2% | -6% | -1% | -23% | -24%[46.1 µM] | -3%
CC/C=C/C(=O)N1CC2(CC(c3cccc(NC(=O)c4ccccc4)c3)=NO2)C[C@@H]1C(N)=O (some centres not stated)
  -1.4% | -2% | 6% | -3% | -4% | -2% | -9%[46.1 µM] | -18%
O=C1CC(N2CCN(c3ccccc3F)CC2)C(=O)N1c1ccc2c(c1)OCCO2 (configuration not stated)
  0.2% | -9% | 5% | -10% | 2% | 3% | -7%[46.1 µM] | 6%
CC(=O)N1CCCC1C(=O)O (configuration not stated)
  -3.8% | / | / | 11% | -1% | -6% | / | 1%
Cn1c(SCC(=O)c2ccccc2)nnc1-c1ccncc1
  1.3% | 6% | 9% | ? | 6% | -7% | -11% | -4%
CC(C)(C)CC(=O)Nc1nnc(SCC(=O)Nc2ccccc2F)s1
  2.8% | 2% | 2% | 10% | 3% | -10% | -8% | 2%

Not all compounds are listed; count on the stated rates, not on these rows.
